# Screens (PubChem)
# Tau fil binding – qHTS Assay for Tau Filament Binding | Microtubule-associated protein tau (Homo sapiens), P10636 | recombinant tau filaments, thioflavin S fluorescence, 15 h; filaments grown with octadecylsulfate alongside compound | Potency, µM (top dose mostly 57.1 µM), for the others: at the highest dose activity change, negative = inhibition | 71,000 compounds, 2% hits;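 further: potency means the concentration at half of the fitted maximal effect; on the % scale 0 is the no-effect control and ±100 the full control effect; actives lower thioflavin S fluorescence by blocking filaments or displacing dye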
# Target sequence (P10636 whole entry, looked up): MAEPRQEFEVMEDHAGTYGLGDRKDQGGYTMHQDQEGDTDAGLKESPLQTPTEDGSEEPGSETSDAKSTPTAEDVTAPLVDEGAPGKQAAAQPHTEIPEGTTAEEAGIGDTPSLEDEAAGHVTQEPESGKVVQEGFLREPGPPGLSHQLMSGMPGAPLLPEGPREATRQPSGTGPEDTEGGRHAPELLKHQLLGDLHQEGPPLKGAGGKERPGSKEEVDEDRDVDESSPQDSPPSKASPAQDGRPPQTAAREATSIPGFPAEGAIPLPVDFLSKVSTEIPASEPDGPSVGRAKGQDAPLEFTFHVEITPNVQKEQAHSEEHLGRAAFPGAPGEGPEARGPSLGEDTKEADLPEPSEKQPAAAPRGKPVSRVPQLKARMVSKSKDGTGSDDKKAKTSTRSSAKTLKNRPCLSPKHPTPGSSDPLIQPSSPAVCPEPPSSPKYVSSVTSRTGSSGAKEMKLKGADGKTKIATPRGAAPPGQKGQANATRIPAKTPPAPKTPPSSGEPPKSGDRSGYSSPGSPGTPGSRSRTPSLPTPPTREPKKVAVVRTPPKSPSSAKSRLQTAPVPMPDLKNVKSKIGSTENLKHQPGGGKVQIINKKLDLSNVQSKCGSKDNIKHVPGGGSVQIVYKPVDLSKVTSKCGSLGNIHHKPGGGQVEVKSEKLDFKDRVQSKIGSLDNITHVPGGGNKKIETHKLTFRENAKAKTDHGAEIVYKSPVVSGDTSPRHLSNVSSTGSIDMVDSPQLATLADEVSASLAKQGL
#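 Assay mix: 1 uM His-tagged tau, 30 uM sodium octadecylsulfate, thioflavine S dye in HEPES/NaCl/DTT buffer. Compound is added prior to the inducer. Fluorescence after 15 h at 37 C.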
# DNA Pol III inh – qHTS Assay for Inhibitors of DNA Polymerase III Holoenzyme System; reconstituted DNA polymerase III holoenzyme replication, biochemical; Potency, µM (highest dose often 57.1 µM), for inactives: at the top dose activity change, negative = inhibition; 71,000 compounds, 0.25% hits; AID 603, 2007; further: potency means the concentration at half of the fitted maximal effect; on the % scale 0 is the no-effect control and ±100 the full control effect
#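 Reconstituted *E. coli* holoenzyme (0.35 nM Pol III, 1 nM beta, 154 nM SSB, 2 nM primase) was preincubated with compound for 15 min at RT. Synthesis on 1.4 nM ssM13Gori ran 35 min, then was stopped with PicoGreen/EDTA and read as dsDNA fluorescence.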
# Hsp90 Hop PPI – qHTS Assay for Disrupters of an Hsp90 Co-Chaperone Interaction; AlphaScreen TPR2A-His6 binding biotin-Hsp90 C-terminal peptide; Potency, µM (titrated, usually from 57 µM), for the others: at the highest dose activity change, negative = inhibition; Hsp90 C-terminal peptide / TPR2A (Hop) interaction, human; 71,000 compounds, 0.44% hits; active means well fitted curve in either direction with a large enough effect; inconclusive means small, poorly fitted or top-dose-only effect, or another doubt; further: potency means the concentration at half of the fitted maximal effect; on the % scale 0 is the no-effect control and ±100 the full control effect; many of its hits are not listed in these tables
# 15-hLO inh – qHTS Assay for Inhibitors of 15-hLO (15-human lipoxygenase); Polyunsaturated fatty acid lipoxygenase ALOX15 (Homo sapiens), P16050; purified 15hLO-1, xylenol orange hydroperoxide absorbance; Potency, µM (titrated, usually from 57.1 µM), without a hit: at the top dose activity change, negative = inhibition, usual class: inhibitors; 74,000 compounds, 1.4% hits; AID 887, 2007; further: potency means the concentration at half of the fitted maximal effect; on the % scale 0 is the no-effect control and ±100 the full control effect; nearly all actives have a fitted effect of over 55% in size
#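 Hydroperoxide formed from arachidonic acid (50 uM) by purified human 15hLO-1 (40 nM) oxidizes ferrous iron, and the ferric-xylenol orange complex is read at 573 versus 405 nm. Compounds were preincubated 15 min; reaction ran 6 min at room temperature.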
# HADH2 inhib – qHTS Assay for Inhibitors of HADH2 (Hydroxyacyl-Coenzyme A Dehydrogenase, Type II); 3-hydroxyacyl-CoA dehydrogenase type-2 (Homo sapiens), Q99714; recombinant HADH2, NADH fluorescence, beta-hydroxybutyryl-CoA; Potency, µM (doses to about 57.1 µM), for inactives: at the highest dose activity change, negative = inhibition, actives largely listed as inhibitors; 73,000 compounds, 3.4% hits; AID 886, 2007; further: potency means the concentration at half of the fitted maximal effect; on the % scale 0 is the no-effect control and ±100 the full control effect; nearly all actives have a fitted effect of over 60% in size; many of its hits are not listed in these tables
# Target sequence (Q99714 whole entry, looked up, one chain of several): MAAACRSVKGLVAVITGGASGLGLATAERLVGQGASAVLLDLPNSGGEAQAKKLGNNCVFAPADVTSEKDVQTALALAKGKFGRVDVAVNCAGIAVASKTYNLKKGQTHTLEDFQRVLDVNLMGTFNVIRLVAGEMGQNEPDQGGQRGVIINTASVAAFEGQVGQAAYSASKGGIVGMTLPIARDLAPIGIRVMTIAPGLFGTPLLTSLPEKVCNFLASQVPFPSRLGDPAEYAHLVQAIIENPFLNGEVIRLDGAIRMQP
#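 Buffer 100 mM Tris-HCl pH 9.0/0.01% Tween-20; HADH2 20 nM; NAD+ 1 mM; beta-hydroxybutyryl-CoA 90 uM (all final). 15 min cpd preincubation, RT.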
# HBB splicing – qHTS Assay for Modulators of Hemoglobin Beta Chain Splicing. HBB splicing reporter cell assay, activation; EGFP reporter with mutant IVS2-654 intron; response scale: normalised to 500 nM splice-correcting PNA. Potency, µM (highest dose often 46.1 µM), for the others: at the highest dose activation, hits mostly activators. 65,000 compounds, 0.06% hits. AID 925, 2007; further: potency means the concentration at half of the fitted maximal effect; 0% is about no effect
#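 HeLa cells stably expressing EGFP interrupted by mutant beta-globin intron 2 (IVS2-654), 500/well in 2% FCS. Treated with compound for 2 days at 37C. Splicing correction scored as total well GFP intensity (488 nm excitation, 500-520 nm emission); 500 nM antisense PNA served as control.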
# Luciferase inh – qHTS Assay for Inhibitors of Firefly Luciferase; purified firefly luciferase, luminescence, 8 min; AID 411, 2009; 72,000 compounds, 2.2% hits; Potency, µM (titrated, usually from 57.1 µM), for the others: at the top dose activity change, negative = inhibition, usual class: inhibitors; Luciferin 4-monooxygenase (Photinus pyralis), P08659; further: potency means the concentration at half of the fitted maximal effect; on the % scale 0 is the no-effect control and ±100 the full control effect; nearly all actives have a fitted effect of over 40% in size
#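 Firefly luciferase (PKLight detection mix) with 10 uM ATP in pH 7.2 imidazole buffer (KCl, MgCl2, Tween 20, BSA). Compounds tested across a concentration series (qHTS). Luminescence read after 8 min at ambient temperature.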
# CRE Fsk mod – Cell signaling CRE-BLA (Fsk stim) | CHO CRE-bla reporter (cAMP response element driving beta-lactamase), forskolin EC10, beta-lactamase ratio | Potency, µM (titrated, usually from 38.2 µM), for the others: top-dose activity change, negative = inhibition, actives largely listed as activators | 71,000 compounds, 2.5% hits; active means well fitted activation curve with a large enough effect in the signal ratio, with a control signal flat, not every such curve was filed as active; inconclusive means small, poorly fitted or top-dose-only effect, or effect the other way, or a change in a side signal; the % refers to the signal ratio; further: potency means the concentration at half of the fitted maximal effect; % of control where 0% means no effect
#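 The 460nm/530nm emission ratio after CCF4 loading defined %Activity, from which AC50 values were obtained. CRE-bla CHO cells received compound dilution series together with an EC10 level of NKH 477 for 3 hours at 37 degrees Celsius.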
# UbGFP stabilizer – Ubiquitin-GFP Assay. Ubiquitin-GFP reporter cells, proteasome inhibition, GFP fluorescence; response scale: untreated = 0%, 10 µM MG-132 = 100%. Potency, µM (titrated, usually from 45.9 µM), without a hit: top-dose activation (GFP accumulation), most hits filed as activators. 67,000 tested, under 10 active; active means well fitted activation curve with a large enough effect, not every such curve was filed as active; inconclusive means small, poorly fitted or top-dose-only effect, or another doubt; inactive means no such curve, though single readings can be large or run the other way; further: potency means the concentration at half of the fitted maximal effect
#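 U2OS Ub(G76V)-GFP reporter; O/N plating, 0.5% FBS; cpd 46 uM–2.9 nM, 4 h, 37 °C; GFP+ cell count, 488/515 nm; norm. to basal vs 10 uM MG-132; CRC fit.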
# ERK AVP block – qHTS Assay for Inhibitors of the ERK Signaling Pathway using a Homogeneous Screening Assay; 72,000 compounds, 0.99% hits; HEK293-V1b, vasopressin-stimulated pERK AlphaScreen; Potency, µM (highest dose often 57.5 µM), inactives show at the top dose activity, negative = inhibition, hits mostly inhibitors; AID 995, 2007; further: potency means the concentration at half of the fitted maximal effect; on the % scale 0 is the no-effect control and ±100 the full control effect; nearly all actives have a fitted effect of over 55% in size
#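 HEK293 cells stably expressing V1b receptor, preincubated 30 min at 37 °C with compound, then stimulated 5 min with 25 nM vasopressin. Phospho-ERK by AlphaScreen SureFire after 5 h RT; normalized to DMSO and vasopressin; AC50 by Hill fit.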
# GFP derepression – qHTS Assay for Epigenetic Modulators; mouse C127i GFP locus derepression, cytometry, 30 h; Potency, µM (doses to about 46.1 µM), without a hit: at the top dose GFP derepression (activation); 68,000 compounds, 0.09% hits; AID 597, 2007; further: % of control where 0% means no effect
#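 Locus derepression in mouse mammary C127i cells whose integrated CMV-GFP reporter is normally silent; GFP expression after 30 h compound treatment was quantified by counting fluorescent cells.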
# The depositor's hits bear a star; i = inactive; ? = inconclusive; nt = not tested or not shown; [ ] = remark or other dose. Unless noted, the call rests on the fitted dose curve; in most records, active means well fitted curve in the direction sought with a large enough effect; inconclusive means small, poorly fitted or top-dose-only effect, or another doubt; inactive means no such curve, though single readings can be large; an effect the other way counts as inactive or inconclusive. Only part of the results is shown; the hit share may differ from the screen's.
Compound	DNA Pol III inh	Tau fil binding	ERK AVP block	15-hLO inh	HBB splicing	GFP derepression	Hsp90 Hop PPI	Luciferase inh	CRE Fsk mod	UbGFP stabilizer	HADH2 inhib
Cc1cccc(S(=O)(=O)C(C#N)c2nc3ccccc3nc2N2CC(C)OC(C)C2)c1 (centres undefined)	6%	142%	-28%	-19%	0.9%[57.5 µM]	4%	-2%	2%	?	6%	-2%
CO[C@@H]1/C=C\CC(=O)N2CCC[C@@H]2C(=O)OC[C@@H](C)C(=O)OC[C@H]1C	nt	nt	-5%[11.5 µM]	-1%[11.4 µM]	1.0%[9.22 µM]	nt	nt	0%[11.4 µM]	nt	nt	5%[11.4 µM]
COCCn1c(SCC(=O)N(C(C)C)C(C)C)nnc1-c1cc2ccccc2cc1O	-9%	92%	7%	-16%	-4.2%	-1%	0%	0%	8%	0%	4%
COc1ccc(N2C(=O)C3CCCN3C2c2ccccc2)cc1Cl (centres undefined)	1%	3%	13%	-1%	-1.5%	3%	-7%	0%	-12%	-5%	1%
O=C(Nc1ccccc1C(F)(F)F)c1ccc(F)c(S(=O)(=O)N2CCOCC2)c1	2%	0%	-16%	2%	-4.8%	-1%	-6%	1%	?	-3%	3%
CCc1nnc(NC(=O)Cn2nc(-c3ccccc3OC)ccc2=O)s1	-2%	-6%	1%	9%	nt	-1%	-1%	-1%	3%	0%	1%
O=C(CCN1C(=O)C2C3C=CC(C3)C2C1=O)NCC1CCCO1 (centres undefined)	0%	4%	17%	19%	1.2%	2%	1%	-1%	?	-2%	1%
C#CCCCC(=S)Nc1ccccc1	-3%	8%	4%	nt	1.0%	nt	?	nt	0%	nt	?
Nc1nonc1/C(=N/O)N1CCCC1	-9%	-13%	2%	-3%	0.1%[57.5 µM]	-2%	-4%	-1%	-6%	-6%	5%
CCC(=O)Oc1ccc2c(C)c(Cl)c(=O)oc2c1	-3%	49%	?	-8%	4.7%	-2%	4%	-1%	?	0%	i
COc1ccc(OCCCSc2ncccn2)cc1	6%	-4%	3%	-10%	0.5%[9.22 µM]	-2%	8%	?	2%	4%	?
CC(C(=O)NCc1ccc2c(c1)OCO2)N1c2cccc3cccc(c23)S1(=O)=O (centres undefined)	-1%	-5%	6%	-12%	-2.6%	1%	15%	-1%	-3%	-7%	?
COc1cccc(-c2nc(CS(=O)(=O)CC(=O)NCCCOC(C)C)c(C)o2)c1	-2%	-8%	6%	3%	-0.5%	0%	-3%	-2%	4%	0%	11%
Cc1cc(C)n(CCCNCC(O)c2ccccc2)n1 (centres undefined)	1%	-1%	4%	2%	-0.5%[57.5 µM]	-1%	2%	1%	-2%	5%	8%
COC(=O)c1ccc(N2CCOCC2)c(NC(=O)Nc2cccc(OC)c2)c1	-1%	22%	0%	-17%	-0.1%	-3%	-2%	0%	21%	8%	?
CCCCCn1c(N)c(C#N)c2nc3ccccc3nc21	-17%	-13%	-14%	-11%	1.3%[0.369 µM]	0%	26%	3%	10µM*	nt	430%[activator]
Cc1cc2ncn(C3CC(=O)N(Cc4ccc(N5CCCC5=O)cc4)C3=O)c2cc1C (centres undefined)	-4%	-8%	nt	8%	0.5%	nt	-1%	3%	13%	13%	?
CCCCC(=O)Nc1ccc(NC(=O)c2ccccc2OC)cn1	-1%	-1%	?	-3%	0.3%[57.5 µM]	0%	1%	1%	5%	-3%	1%
CCOC(=O)c1nnc2cc(-c3ccc(Br)cc3)nn2c1C	-5%	10µM*	8%	2%	nt	-2%	-6%	0%	11%	6%	-8%
Cc1ccc2[nH]c(=O)c(CN(Cc3cccnc3)C(=O)c3ccncc3)cc2c1	0%	1%	-8%	-9%	0.6%[57.5 µM]	-2%	0%	3%	5%	3%	-13%
CC1CCc2c(C(=O)NCC3CCCO3)csc2C1 (centres undefined)	-2%	6%	15%	0%	-1.7%	0%	0%	-18%	9%	-6%	2%
Cc1nn(C(C)C(=O)O)c2ccccc12 (centres undefined)	3%	-5%	-3%	0%	0.8%	-1%	-7%	0%	?	0%	9%
CNC[C@@H](SC)c1ccc(O)c(O)c1	-5%[11.4 µM]	-2%[11.4 µM]	-2%[11.5 µM]	-5%[11.4 µM]	4.9%[9.22 µM]	-1%[9.22 µM]	-4%[11 µM]	-8%[11.4 µM]	6%[7.6 µM]	3%[9.17 µM]	0.4µM*
NC(=O)C1CCN(c2ncnc3c(-c4ccccc4)nsc23)CC1	-3%	3%	-7%	-3%	-1.7%	0%	-3%	2%	-10%	0%	-18%
Cc1cc(C)nc(NC(=O)c2cccc(Cl)c2)n1	3%[11.4 µM]	5%[11.4 µM]	-14%	5%[11.4 µM]	-1.6%[0.0738 µM]	-2%	-4%[11 µM]	0%	7%[7.6 µM]	-12%[9.17 µM]	3%[11.4 µM]
O=C(NCCc1ccccc1)c1noc2c1CCCCC2	-3%	-11%	15%	1%	1.3%	-4%	7%	-15%	-6%	-4%	2%
O=C(O)c1sccc1S(=O)(=O)c1ccccc1	-10%	3%	36%	-2%	-2.4%[57.5 µM]	0%	?	1%	5%	0%	-2%
COc1ccc(C(=O)N2CCC3(CCCN(CC(C)C)C3)CC2)cc1	1%	5%	18%	-4%	0.1%	-2%[9.22 µM]	-2%	1%[11.4 µM]	-1%	-5%	3%
O=C(Cc1cccs1)Nc1nc(-c2ccccc2)cs1	0%	-5%	10µM*	-23%	nt	-1%	1%	-11%	-2%	3%	-7%
CCOC(=O)N1CCN(C(=O)c2ccc(NC(=O)c3ccc(C)cc3)cc2)CC1	0%	4%	-7%	4%	1.4%	0%	-4%	0%	?	2%	2%
O=C(C[N+]1(c2ccccc2)CCOCC1)c1ccccc1	-6%[11.4 µM]	-14%[11.4 µM]	-15%[11.5 µM]	4%[11.4 µM]	3.6%[9.22 µM]	-1%[9.22 µM]	-6%[11 µM]	-1%[11.4 µM]	-2%[7.6 µM]	4%[9.17 µM]	5%[11.4 µM]
Cc1ccc(SCC(=O)N2CCCC2)cc1	0%[11.4 µM]	-3%[11.4 µM]	6%	2%[11.4 µM]	-5.8%[0.0738 µM]	-2%	-3%[11 µM]	0%	?	-15%[9.17 µM]	9%[11.4 µM]

# Ordered by the number under DNA Pol III inh (lowest first): 3 of the compounds above.
mol,DNA Pol III inh
Cc1cc2ncn(C3CC(=O)N(Cc4ccc(N5CCCC5=O)cc4)C3=O)c2cc1C (centres undefined),-4%
C#CCCCC(=S)Nc1ccccc1,-3%
COc1ccc(C(=O)N2CCC3(CCCN(CC(C)C)C3)CC2)cc1,1%

# Further records follow:
Compound	DNA Pol III inh	Tau fil binding	ERK AVP block	15-hLO inh	HBB splicing	GFP derepression	Hsp90 Hop PPI	Luciferase inh	CRE Fsk mod	UbGFP stabilizer	HADH2 inhib
CCOC(=O)C1=C(C)NC(C)=C(C(=O)OCC)C1c1nc2ccccc2[nH]1	-7%[11.4 µM]	37%[11.4 µM]	-13%	2%[11.4 µM]	-3.2%[0.0738 µM]	-6%	-6%[11 µM]	1%	?	-2%[9.17 µM]	-22%[11.4 µM]
COc1cc(NC(=O)Cc2ccc(Cl)cc2)ccc1NC(=O)c1ccco1	-1%	25%	33%	-12%	1.5%	-1%	0%	1%	-20%	-2%	68%[activator]
Cc1ccc(O)c(C(CC(=O)N2CCCC2)c2ccccc2)c1 (centres undefined)	1%	19%	8%	-2%	-7.0%	0%	-3%	0%	-3%	18%	-2%
CCC/C(O)=C1\C(=O)CC(C)(C)CC1=Nc1ccccc1OC	-2%	-5%	2%	-4%	-0.4%	0%	4%	0%	8%	13%	-4%
